Source: PubChem BioAssay (National Center for Advancing Translational Sciences (NCATS))
BAZ2B block = blocks human BAZ2B | AID 504333 | 360,000 compounds, 4.4% hits | Potency, µM (top dose mostly 114 µM), inactives show top-dose activity change, negative = inhibition, hits mostly inhibitors | AlphaScreen BAZ2B-H3K14Ac peptide displacement; further: potency means the concentration at half of the fitted maximal effect; on the % scale 0 is the no-effect control and ±100 the full control effect; nearly all actives have a fitted effect of over 60% in size
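In this displacement format the biotinylated H3(5-23) peptide acetylated at Lys14 serves as ligand at 50 nM, with BAZ2B at 50 nM in PBS pH 7.4 containing 0.01% Tween-20. Donor and acceptor beads are 10 ug/mL final.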
HP1b chromo inh = blocks HP1-beta chromodomain binding to methylated histone tails; 390,000 compounds, 0.56% hits; AlphaScreen HP1-beta / biotin-H3K9me3 peptide binding; AID 540317; Potency, µM (top dose mostly 114 µM), without a hit: top-dose activity change, negative = inhibition, most hits filed as inhibitors; further: potency means the concentration at half of the fitted maximal effect; nearly all actives have a fitted effect of over 70% in size; inactives centre near 23
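HP1-beta protein (50 nM final) preincubated 30 min at room temperature with biotinylated H3(1-18)K9me3 peptide (50 nM) in PBS pH 7.4, 0.01% Tween-20, then compound added for 30 min. AlphaScreen streptavidin donor/nickel chelate acceptor beads (10 ug/mL final), 30 min dark, luminescence read.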
GLS inh = blocks human kidney-isoform glutaminase activity. GLS enzymatic activity, qHTS titration. 410,000 compounds, 0.21% hits. AID 624170. Potency, µM (series often up to 45.5 µM), for the others: at the top dose activity change, negative = inhibition, usual class: inhibitors. O94925; further: potency means the concentration at half of the fitted maximal effect; on the % scale 0 is the no-effect control and ±100 the full control effect
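hKGA in 45 mM KH2PO4 pH 8.2, 0.02% Tween-20 with pin-transferred compounds; 1 mM L-glutamine (stock) plus glutamate oxidase/HRP/Amplex Red coupling added. Fluorescence read initially and after 30 min at RT.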
Pin1 inhibitor = human Pin1 inhibition; AID 504891; Pin1 FP peptide displacement, HiFluor488, 10 min; Potency, µM (doses to about 115 µM), inactives show at the top dose activity, negative = inhibition, hits mostly inhibitors; 390,000 compounds, 0.009% hits; Q13526; active means well fitted inhibition curve with a large enough effect in the polarisation, with a control signal flat, not every such curve was filed as active; inconclusive means small, poorly fitted or top-dose-only effect, or effect the other way, or a change in a side signal; inactive means no such curve, though single readings can be large or run the other way; the % refers to the polarisation; further: potency means the concentration at half of the fitted maximal effect; on the % scale 0 is the no-effect control and ±100 the full control effect
Tb PGK inh = T. brucei PGK inhibition; P07378; PGK/GAPDH coupled, Kinase-Glo luminescence, 60 min; Potency, µM (highest dose often 57.5 µM), for the others: at the top dose activity change, negative = inhibition, actives largely listed as inhibitors; 380,000 compounds, 0.043% hits; AID 602233; further: potency means the concentration at half of the fitted maximal effect; on the % scale 0 is the no-effect control and ±100 the full control effect; nearly all actives have a fitted effect of over 60% in size
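Luminescent ATP detection (Kinase-Glo Plus) follows a 60-minute room-temperature incubation, with wells lacking PGK as controls. Buffer: 100 mM TEA (pH 7.6), 5 mM MgCl2, 0.01% Tween-20. Coupling enzyme GAPDH (100 nM final) supplies unstable 1,3-BPG in-well.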
PI4K2A inh = inhibitors of human PI4K2A | Q9BTU6 | purified PI4K2A, ADP-Glo luminescence, 1 h; hits give low values | activity change, negative = inhibition, % at 76.9 µM | 420,000 compounds, 0.13% hits | AID 1346378; in the data active means activity change below about -50%; inconclusive means mostly about -30% to -49%;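 further: -100% = wells without enzyme as full effect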
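Compounds are screened against recombinant PI4K2A using PI as substrate and ATP, the latter dispensed at 300 microM. Reactions run one hour at ambient temperature before ADP-Glo detection; full inhibition defined by wells lacking enzyme.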
G9a block = inhibitors of human histone lysine methyltransferase G9a | Q96KQ7 | G9a H3K9 monomethylation, AlphaScreen, 2 h | Potency, µM (doses to about 102 µM), inactives show at the highest dose activity, negative = inhibition, hits mostly inhibitors | 350,000 compounds, 8.8% hits | AID 504332; further: potency means the concentration at half of the fitted maximal effect; on the % scale 0 is the no-effect control and ±100 the full control effect; nearly all actives have a fitted effect of over 75% in size
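Using a bead-based AlphaScreen, monomethylated H3K9 product from 2 h room-temperature reactions (G9a 20 nM, peptide 500 nM, SAM 20 uM) was detected with 0.5 ug/mL rabbit anti-H3K9me1 antibody.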
JMJD2A Tudor = blocks the human JMJD2A Tudor domain; AlphaScreen JMJD2A-Tudor / H3K4me3 peptide binding; Potency, µM (top dose mostly 114 µM), without a hit: at the top dose activity change, negative = inhibition, hits mostly inhibitors; 390,000 compounds, 4.4% hits; AID 504339; further: potency means the concentration at half of the fitted maximal effect; on the % scale 0 is the no-effect control and ±100 the full control effect; nearly all actives have a fitted effect of over 50% in size
Target sequence (O75164 whole entry, looked up, the tested form may be a part): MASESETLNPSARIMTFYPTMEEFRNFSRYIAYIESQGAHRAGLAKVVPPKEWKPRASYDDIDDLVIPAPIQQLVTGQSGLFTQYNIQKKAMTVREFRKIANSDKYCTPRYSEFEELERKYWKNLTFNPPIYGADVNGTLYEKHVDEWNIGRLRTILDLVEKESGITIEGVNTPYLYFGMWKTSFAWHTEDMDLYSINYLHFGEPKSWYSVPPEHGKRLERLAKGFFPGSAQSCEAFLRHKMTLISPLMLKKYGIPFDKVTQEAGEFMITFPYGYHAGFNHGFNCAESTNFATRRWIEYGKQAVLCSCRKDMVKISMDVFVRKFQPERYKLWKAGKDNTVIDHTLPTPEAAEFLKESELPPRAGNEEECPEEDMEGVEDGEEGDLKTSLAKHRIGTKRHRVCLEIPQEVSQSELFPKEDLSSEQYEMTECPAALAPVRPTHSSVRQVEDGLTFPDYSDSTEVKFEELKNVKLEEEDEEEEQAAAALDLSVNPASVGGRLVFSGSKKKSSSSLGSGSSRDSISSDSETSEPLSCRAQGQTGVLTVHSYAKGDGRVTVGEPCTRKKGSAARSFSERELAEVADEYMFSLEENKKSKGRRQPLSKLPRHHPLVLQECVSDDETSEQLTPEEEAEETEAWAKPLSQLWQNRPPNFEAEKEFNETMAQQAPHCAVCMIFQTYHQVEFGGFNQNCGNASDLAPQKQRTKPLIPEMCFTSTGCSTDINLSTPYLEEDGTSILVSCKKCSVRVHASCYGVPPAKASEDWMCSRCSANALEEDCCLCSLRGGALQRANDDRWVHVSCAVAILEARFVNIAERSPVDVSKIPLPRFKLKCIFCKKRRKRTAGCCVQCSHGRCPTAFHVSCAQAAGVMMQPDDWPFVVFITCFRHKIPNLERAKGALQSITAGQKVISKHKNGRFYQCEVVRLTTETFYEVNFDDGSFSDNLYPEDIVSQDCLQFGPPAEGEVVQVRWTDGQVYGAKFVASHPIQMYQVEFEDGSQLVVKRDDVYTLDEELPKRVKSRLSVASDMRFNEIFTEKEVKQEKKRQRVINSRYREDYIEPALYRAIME
POLH inh = inhibitors of human DNA polymerase eta. Potency, µM (titrated, usually from 114 µM), inactives show top-dose activity change, negative = inhibition, usual class: inhibitors. AID 588591. 390,000 compounds, 1.2% hits. Q9Y253. recombinant Pol eta, fluorescent DNA replication assay; further: potency means the concentration at half of the fitted maximal effect; on the % scale 0 is the no-effect control and ±100 the full control effect
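Fluorescent replication assay: 50 nM final substrate added after a 15 min room-temperature compound preincubation with 10 nM enzyme. Signal taken at 0 min and again at 10 min.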
* marks the source's active call; other numbers are inactive results; i = inactive; ? = inconclusive; / = not tested or not shown; [ ] = remark or other dose. Unless noted, the call rests on the fitted dose curve; in most records, active means well fitted curve in the direction sought with a large enough effect; inconclusive means small, poorly fitted or top-dose-only effect, or another doubt; inactive means no such curve, though single readings can be large; an effect the other way counts as inactive or inconclusive.

Each structure is followed by: BAZ2B block	HP1b chromo inh	GLS inh	Pin1 inhibitor	Tb PGK inh	PI4K2A inh	G9a block	JMJD2A Tudor	POLH inh
COc1ccc2c(c1)OC[C@H]1[C@H]2N2C(=O)c3ccccc3NC(=O)[C@@]2(C)[C@H]1c1ccccc1
 : /	15%	-8%	30%[activator]	8%	-3	/	-20%	?
CC(C(=O)Nc1ccc2c(c1)OCCO2)N1CCN(C(=O)c2ccco2)CC1 (centres undefined)
 : 12%	6%	6%	6%	i	-14	?	-17%	2%
O=C(CN(Cc1ccccc1)S(=O)(=O)c1ccc2c(c1)OCCO2)Nc1ccc2c(c1)OCCO2
 : 12%	33%	-1%	23%	4%	-5	-46%	-24%	-3%
O=C(CC(O)(CC(=O)OCc1ccccc1)C(=O)OCc1ccccc1)OCc1ccccc1
 : /	94%[activator]	-14%	-9%	-3%	1	/	57%[activator]	-18%
COc1ccc(OC)c(NC(=O)CSc2nc3[nH]c(=O)cc(O)c3s2)c1
 : 9%	21%	4%	?	2%	-2	-3%[12.7 µM]	-8%	?
CC(C)Cn1c(N)c(C(=O)COC(=O)c2cc(F)cc(F)c2)c(=O)n(C)c1=O
 : -1%	18%	-1%	1%	-7%	-2	9%	-12%	-10%
O=C(COC(=O)Cc1ccsc1)Nc1cccc(Cl)c1
 : 1%	59%[activator]	-1%	-7%	i	0	30%[12.7 µM]	13%	-15%
CC(=O)c1ccc(S(=O)(=O)N2CCN(CC(=O)NC(=O)NC3CCCCC3)CC2)cc1
 : -9%	13%	3%	-1%	-3%	1	?	-21%	-4%
Cc1ccc(C(=O)C2=C(O)C(=O)N(Cc3ccco3)C2c2ccc(N(C)C)cc2)o1 (centres undefined)
 : 35µM*	22%	-4%	4%	i	-3	/	?	-11%
CCCn1c(C(O)c2cc(OC)ccc2OC)nc2ccccc21 (centres undefined)
 : -1%	36%	1%	4%	-1%	4	-5%[59 µM]	-21%	-10%
OCC[C@H]1C[C@@H](O)[C@H](O)[C@]2(CCc3ccccc3CO2)O1
 : -5%	48%[activator]	-1%	-1%	-11%	0	-31%[12.7 µM]	-18%	-7%
Cc1n[nH]c(=O)n1-c1ccc(OCc2ccccc2)cc1
 : 1%	38%[activator]	1%	-1%	5%	1	/	1%	-18%
CCOC(=O)c1cc2c(=O)n3ccccc3nc2n(Cc2ccco2)c1=NC(=O)c1cccc(C)c1
 : 7%	15%	4%	?	15%	-5	13%[59 µM]	1%	-3%
COc1cccc(NC(=O)CSc2nc(=O)n(Cc3ccncc3)c3c2CCCC3)c1
 : 9%	29%	2%	12%	-1%	-3	7%[0.501 µM]	-16%	1%
CCC(C)Cn1c(O)cc2nn(-c3nc4ccccc4s3)c(=O)c-2c1C (centres undefined)
 : -32%	-13%	?	/	-7%	-52*	6%[12.7 µM]	?	?
O=C(Nc1cc(S(=O)(=O)N2CCOCC2)ccc1N1CCCCC1)c1cc(-c2ccccn2)nc2ccccc12
 : -31%	?	-4%	10%	0%	4	2.8µM*	79µM*	3%
CN(CC(=O)Nc1ccc(F)c(F)c1F)C(=O)CC1CCCCC1
 : 6%	30%	4%	-7%	2%	3	-5%[59 µM]	-1%	-16%
CC(C)NC(=O)c1cc2c(Cl)nc3ccccc3c2s1
 : 1%	47%[activator]	5%	-1%	-7%	-4	7%[59 µM]	-1%	-4%
C/C(=N\NC(=O)c1nnn(-c2nonc2N)c1-c1ccccc1)c1ccccc1O
 : ?	42%[activator]	11%	3%	-1%	0	-10%	-5%	9%
COc1ccc(C(=O)N/N=C/C2CC=CCC2)cc1OC (centres undefined)
 : -22%	46%[activator]	4%	-2%	0%	-17	-27%	1%	-8%

BAZ2B block, what is marked active above
Each structure is followed by: BAZ2B block	HP1b chromo inh	GLS inh	Pin1 inhibitor	Tb PGK inh	PI4K2A inh	G9a block	JMJD2A Tudor	POLH inh
Cc1ccc(C(=O)C2=C(O)C(=O)N(Cc3ccco3)C2c2ccc(N(C)C)cc2)o1 (centres undefined)
 : 35µM*	22%	-4%	4%	i	-3	/	?	-11%

Other results:
Each structure is followed by: BAZ2B block	HP1b chromo inh	GLS inh	Pin1 inhibitor	Tb PGK inh	PI4K2A inh	G9a block	JMJD2A Tudor	POLH inh
CC(=O)c1ccsc1-c1c(C)cc2oc(=O)cc(-c3ccccc3)c2c1C
 : /	36%	-2%	7%	-5%	-2	-33%	-12%	-20%
Cc1cc(C)c(C(=O)CN2C(=O)NC3(CCC(C)CC3)C2=O)cc1C (centres undefined)
 : -17%	18%	-15%	0%	0%	-1	-18%	-14%	-7%
COc1ccc(S(=O)(=O)Nc2c(C)ccc3nsnc23)cc1OC
 : 5%	17%	20%	1%	7%	5	-3%[12.7 µM]	-11%	-20%
COc1cc(NC(=O)CSc2ncc3c(n2)-c2ccc(Cl)cc2N(Cc2ccccc2)S3(=O)=O)cc(OC)c1
 : -32%	-5%	-16%	-12%	-6%	-3	-2%[59 µM]	-33%	-7%
CCCCCc1ccc(-c2ccc(OC)cc2)nc1
 : 1%	183%[activator]	0%	1%	1%	2	26%	177%[activator]	-19%
C/C(=N\NC(=O)c1c(Cl)c(C)nn1C)c1cccc(NC(=O)c2cccc(F)c2)c1
 : 3%	31%	-2%	4%	-7%	1	-5%	-8%	1%
Cc1cc(=O)oc2cc(OC(C)C(=O)NCC3CCC(C(=O)O)CC3)ccc12 (centres undefined)
 : -10%[57.1 µM]	52%[activator]	-10%	-10%	-1%	4	-1%	2%	-16%
Cc1ccc(CNC(=O)Cn2cnc3c(OCc4ccccc4)ncnc32)o1
 : /	19%	5%	-1%	-2%	2	/	-23%	4%
CC(=O)N/C(=C\c1ccccc1)C(=O)OCC(=O)c1ccccc1
 : 9%	2%	5%	-9%	-4%	-3	?	-14%	-14%
Cn1ncc(Br)c1C(=O)NC1CCCCCCC1
 : -21%	30%	1%	-9%	-8%	-1	/	-10%	-11%
CSCCC(NC(=O)COc1ccccc1)C(=O)OCc1ccc(Cl)cc1 (centres undefined)
 : /	98%[activator]	7%	-17%	-1%	-1	/	5%	-20%
COc1ccccc1NC(=S)N1CCN(C(=O)C2CCCO2)CC1 (centres undefined)
 : -15%	26%	12%	-2%	/	1	-1%	-6%	1%
Clc1ccccc1OCCCOc1cccc2cccnc12
 : 34%	24%	2%	-2%	-7%	-9	15%[0.501 µM]	8%	-12%
O=S(=O)(Nc1cc(Cl)ccc1N1CCCCC1)c1cccs1
 : -5%	13%	24%	29%	i	0	?	-23%	-3%
COc1ccc(-c2nc3ccccc3c(C(=O)Nc3ccc(S(=O)(=O)Nc4cc(C)on4)cc3)c2C)cc1
 : ?	4%	9%	-5%	-9%	-8	10%[2.33 µM]	-21%	?
CC(C(=O)NCC(=O)Nc1ccc(F)c(F)c1F)N1CCN(Cc2ccc(C#N)cc2)CC1 (centres undefined)
 : 1%	26%	0%	4%	13%	-4	-8%[12.7 µM]	-1%	-13%
CCn1nnnc1SCC(=O)N1CCN(c2ccccc2)CC1
 : -37%	14%	25%	-5%	-9%	-11	?	-10%	-6%
O=C(Nc1cccc(S(=O)(=O)NC2=NCCC2)c1)c1ccc(=O)[nH]c1
 : 12%	19%	0%	3%	-3%	3	-5%[12.7 µM]	-1%	-9%
CCN1CCN(Cc2nnc(-c3ccc(C)cc3)o2)CC1
 : 4%	20%	4%	-1%	i	-4	27%	-7%	-7%
COc1ccc(S(=O)(=O)NC(Cc2cnc[nH]2)C(=O)O)cc1 (centres undefined)
 : -2%	5%	0%	11%	-8%	1	?	13µM*	-8%
CN1C(=O)C2(SCC(=O)N2c2ccc(F)cc2)c2ccccc21 (centres undefined)
 : ?	52%[activator]	-8%	-6%	-6%	3	?	3%	-22%
COc1cc(C2C(C(=O)c3ccco3)=C(O)C(=O)N2CCc2ccccc2)ccc1O (centres undefined)
 : ?	16%	39%[activator]	-3%	5%	4	40µM*	?	-11%
CC1CN(C(=O)c2ccc(-c3ccccc3Cl)o2)CC(C)O1 (centres undefined)
 : -27%	?	4%	0%	-9%	0	?	-8%	-10%
COc1ccc(CCNC(=O)CC2SC(=NCc3ccccc3OC)NC2=O)cc1 (centres undefined)
 : -20%	28%	1%	-2%	-2%	-5	?	-17%	4%
O=C(NCCc1ccccc1)C1CCC(Cn2c(=O)c3ccccc3n(Cc3cccc(Cl)c3)c2=O)CC1 (centres undefined)
 : /	11%	1%	4%	-4%	2	/	-2%	0%
COc1cccc(CN(C)C(=O)CSC(C)C(=O)Nc2cc(C)on2)c1OC (centres undefined)
 : 7%	23%	3%	0%	7%	1	13%[12.7 µM]	-17%	-20%
CSc1ccccc1NC(=O)c1cc(CC(C)C)on1
 : 5%	40%	2%	-4%	i	-6	2%[59 µM]	14%	-8%
C/C(=N\NC(=O)c1nnn(-c2nonc2N)c1C(C)C)c1ccncc1
 : 23%	26%	-1%	-1%	1%	3	23%	-9%	-2%
COc1ccc(CNCC(O)(c2ccccc2)c2ccc(Cl)cc2)cc1 (centres undefined)
 : 16%	60%[activator]	-1%	2%	-5%	2	5%[59 µM]	52%[activator]	-1%

The list is partial, so the mix of outcomes need not match the whole.
